RXFP1 antagonist: blocks the human relaxin receptor RXFP1; activity change, negative = inhibition, % at 57.5 µM; hit rate 0.59% among 350,000; Q9HBX9; HEK293-RXFP1, relaxin-stimulated cAMP HTRF, 30 min; active compounds read low;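 active = activity change of -60% or lower, but not beyond a set lower limit; inconclusive = change between -60% and -40%, or beyond the set limit; inactive = change above -40%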; note: % is set by controls: 0 for no effect and ±100 for the full control effect
TRHR agonist: agonists of human TRH receptor | activation, % at 2 µM | hit rate 0.18% among 360,000 | AID 493084 | P34981 | TRHR cells, calcium flux fluo-8, FDSS agonist mode; note: 0% is about no effect
Target sequence (P34981 whole entry, looked up): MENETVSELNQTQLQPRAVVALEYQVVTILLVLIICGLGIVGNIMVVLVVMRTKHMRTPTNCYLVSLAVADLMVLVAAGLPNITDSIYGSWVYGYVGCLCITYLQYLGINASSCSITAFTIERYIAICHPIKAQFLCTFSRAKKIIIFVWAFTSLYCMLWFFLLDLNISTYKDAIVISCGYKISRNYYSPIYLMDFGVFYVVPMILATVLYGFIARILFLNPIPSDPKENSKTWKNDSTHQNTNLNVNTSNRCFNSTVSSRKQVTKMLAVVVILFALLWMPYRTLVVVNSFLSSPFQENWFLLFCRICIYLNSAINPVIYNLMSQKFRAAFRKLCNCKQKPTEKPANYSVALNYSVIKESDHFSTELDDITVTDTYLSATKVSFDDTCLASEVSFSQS
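TRHR-expressing cells loaded with fluo-8 calcium dye; 23 nL library compound pin-transferred, kinetic FDSS fluorescence (Ex 480/Em 530) recorded about 180 s for agonist-induced calcium release, before a 10 nM TRH EC20 addition for potentiator mode.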
D1 agonist: activates the human D1 dopamine receptor | hit rate 1% among 360,000 | HEK293 T-REx D1 cells, calcium flux, agonist mode | P21728 | activation, % at 2 µM; note: 0% is about no effect
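Tetracycline-induced HEK293 TREx D1 cells, force-coupled to calcium signalling, were dye-loaded with a no-wash calcium kit. Compound was pin-added after a 10 s baseline. Fluorescence was read kinetically at 1 cycle/s for 180 s, with calcium rises flagged as agonism.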
D1 PAM: human D1 dopamine receptor positive modulation | P21728 | HEK293 TREx D1 cells, calcium flux, dopamine EC20 potentiation | potentiation, % at 10 µM | hit rate 0.036% among 360,000; in the data active = potentiation above about 30%; note: 0% is about no effect
D2 ag: agonists of human D2 dopamine receptor; HEK293 T-REx D2 cells, calcium flux agonist mode; activation, % at 2 µM; hit rate 0.53% among 340,000;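 active = activation over 3 SD above normal in the single-dose calcium agonist read, cut at about 30% in these data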; note: 0% is about no effect
Target sequence (P14416 whole entry, looked up): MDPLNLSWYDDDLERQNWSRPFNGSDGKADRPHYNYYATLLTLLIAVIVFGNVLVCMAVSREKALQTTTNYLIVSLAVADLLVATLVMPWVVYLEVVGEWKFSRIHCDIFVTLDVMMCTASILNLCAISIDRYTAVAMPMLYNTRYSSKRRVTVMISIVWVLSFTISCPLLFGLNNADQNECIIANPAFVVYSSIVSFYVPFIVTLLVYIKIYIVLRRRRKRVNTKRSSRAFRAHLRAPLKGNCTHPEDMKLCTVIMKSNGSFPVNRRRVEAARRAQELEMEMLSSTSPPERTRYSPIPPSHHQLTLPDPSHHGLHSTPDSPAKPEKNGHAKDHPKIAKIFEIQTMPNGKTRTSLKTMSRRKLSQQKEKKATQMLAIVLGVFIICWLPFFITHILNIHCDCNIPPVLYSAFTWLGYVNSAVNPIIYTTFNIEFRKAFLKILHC
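Tetracycline-induced HEK293 T-REx cells with force-coupled D2 receptor, plated overnight at 30 C, loaded with no-wash calcium dye. After a 10 s baseline, compound was pin-added and calcium flux read kinetically for 180 s; calcium rises flagged agonists.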
TRHR PAM: allosterically enhances the human TRH receptor. TRHR cells, fluo-8 calcium fluorescence, EC20 TRH enhancement. enhancement, % at 2 µM. hit rate 0.66% among 360,000; in the data active = enhancement above about 30%; note: 0% is about no effect
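TRHR-expressing cells loaded with fluo-8 calcium dye were read kinetically (ex 480/em 530) during compound addition, then stimulated with an EC20 of TRH (10 nM final). Enhancement of the Gq-mediated intracellular calcium response was scored.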
D1 antagonist: human D1 dopamine receptor antagonism; P21728; HEK293 TREx D1 cells, calcium flux, dopamine EC80; active compounds read low; activity change, negative = inhibition, % at 10 µM; hit rate 3.2% among 360,000; in the data active = activity change below about -30%; note: % is set by controls: 0 for no effect and ±100 for the full control effect
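Cells carrying a force-coupled, tetracycline-inducible human D1 receptor report calcium flux. Each well gets a 10 s baseline, compound with 180 s monitoring, then an EC80 dopamine stimulus with a second 180 s kinetic read.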
D2 antag: antagonizes the human D2 dopamine receptor | P14416 | HEK293 TREx D2 cells, calcium flux, dopamine EC80 | inhibition, % at 10 µM | hit rate 2% among 340,000 | AID 485344; in the data active = inhibition above about 30%; note: 0% is about no effect
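Calcium mobilization kinetics were recorded at 1 s intervals in tetracycline-induced HEK293 T-REx D2 cells, first for 180 s after compound addition and then 180 s after EC80 dopamine.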
D2 PAM: D2 dopamine receptor (human) potentiation; P14416; HEK293 T-REx D2, calcium flux, EC20 dopamine potentiation; potentiation, % at 10 µM; hit rate 0.34% among 340,000; AID 485347;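 active = potentiation over 3 SD above the plate norm, cut at about 30% in these data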; note: 0% is about no effect
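Potentiation of an EC20 dopamine calcium response is measured in a force-coupled, tetracycline-inducible Hek293 Trex D2 line. Compound-only kinetic reads over 180 s flag agonists before dopamine addition.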
An asterisk follows results filed as active; ? = inconclusive; / = no result given; & = joins results of further samples. Cut-off read from the data, not from the text of the source, unless noted: active = activation above about 30%; inactive = the rest. Outcome played no part in choosing rows; 7.3% or so of the library scored in one or more.

SMILES	RXFP1 antagonist	TRHR agonist	D1 agonist	D1 PAM	D2 ag	TRHR PAM	D1 antagonist	D2 antag	D2 PAM
Cn1c(=O)c(C(=O)CN2CCCc3ccccc32)c(N)n(Cc2ccccc2)c1=O	6	-0.5	5	0	-1.5	9	-2	-2	3
CC1CCc2cc(F)ccc2N1S(=O)(=O)c1ccc(Cl)nc1 (configuration not stated)	0	0.2	4	-2	-1.4	-12	-10	35*	-6
O=C(Cc1ccccc1)NCCSCc1ccco1	-20	1.1	3	-5	-2.7	-4	12	-8	-1
COc1ccccc1N1CCN(S(=O)(=O)CCNC(=O)CCCc2ccccc2)CC1	17	0.2	11	-3	0.1	3	-12	-8	-6
COC(=O)c1ccc(/C=C/c2ccc3cccc(OC)c3n2)cc1	/	-1.5	2	-3	-1.3	-5	-14	-6	2
CCOC(=O)c1cnc2c(Cl)cc(Cl)cc2c1NCCCN1CCOCC1	-2	0.0	-1	-18	1.5	9	-6	3	-7
COc1ccc(CCNC(=O)c2nnc(Cc3c(F)cccc3Cl)o2)cc1OC	-11	-1.1	2	-4	0.5	-1	10	-10	6
Cc1ccccc1/C=N/NC(=O)c1cccnc1	3	0.3	0	1	-0.1	-2	-9	-12	4
COC(=O)c1ccc(C(C(=O)NC2CCCCC2)N(C(=O)Cc2cccs2)C2CC2)cc1 (configuration not stated)	-4	0.6	0	1	-0.3	-6	-29	3	-5
Cc1ccc(C)c(OCC(=O)Nc2c[nH]c(=O)[nH]c2=O)c1	11	0.3	1	-11	1.8	6	8	3	8
Cc1cccc(NC(=O)c2nc[nH]c2C(=O)N2CCc3ccccc3C2)c1	/	-0.1	0	1	-0.1	-3	/	86*	-28
Nc1nc(COC(=O)C2CCN(C(=O)c3ccc(Cl)cc3)CC2)nc(Nc2ccccc2)n1	-5	-0.9	0	-1	-0.3	4	26	1	4

Next part (5 carried over from the part before).
SMILES	RXFP1 antagonist	TRHR agonist	D1 agonist	D1 PAM	D2 ag	TRHR PAM	D1 antagonist	D2 antag	D2 PAM
Cc1ccccc1/C=N/NC(=O)c1cccnc1	3	0.3	0	1	-0.1	-2	-9	-12	4
COC(=O)c1ccc(C(C(=O)NC2CCCCC2)N(C(=O)Cc2cccs2)C2CC2)cc1 (configuration not stated)	-4	0.6	0	1	-0.3	-6	-29	3	-5
Cc1ccc(C)c(OCC(=O)Nc2c[nH]c(=O)[nH]c2=O)c1	11	0.3	1	-11	1.8	6	8	3	8
Cc1cccc(NC(=O)c2nc[nH]c2C(=O)N2CCc3ccccc3C2)c1	/	-0.1	0	1	-0.1	-3	/	86*	-28
Nc1nc(COC(=O)C2CCN(C(=O)c3ccc(Cl)cc3)CC2)nc(Nc2ccccc2)n1	-5	-0.9	0	-1	-0.3	4	26	1	4
O=C(NCC(=O)N(c1ccccc1F)C(C(=O)NC1CCCC1)c1cccnc1)c1ccco1 (configuration not stated)	12	-0.2	5	/	-1.9	-2	-5	1	-1
CCn1nc(C)c2c(-c3ccccc3)cc(=O)n(C(C)C(=O)NCc3cccc(OC)c3)c21 (configuration not stated)	-10	0.0	3	-5	-0.2	18	-7	/	5
O=S(=O)(CCc1ccncc1)Cc1ccc2c3c(cccc13)CC2	-5	0.3	0	2	-0.6	2	3	-7	18
CC(C)C(=O)N1CCN(c2ccccc2NC(=S)NC(=O)c2cccs2)CC1	3	0.7	1	-5	0.6	-5	4	-9	9
Cc1ccc(NS(=O)(=O)c2ccc3[nH]c(=O)oc3c2)cc1Cl	4	1.6	1	-8	0.1	0	-2	-7	2
COc1ccc(NC(=O)Nc2cccc(C)n2)cc1	/	0.9	0	-3	1.3	-4	-1	-11	7
CCC(=O)Nc1ccc(C(=O)CSc2nnc(CNc3ccc(Cl)cc3)o2)cc1OC	-8	-0.2	4	-7	0.9	0	-23	8	21
O=C(/C(=N/N=C/c1ccc(O)c(O)c1O)c1ccccc1)c1ccccc1	/	-0.5	4	7	0.2	-2	5	-8	22
COc1ccc(OC)c(NC(=O)c2ccc(CN3CCOCC3)cc2)c1	-10	0.7	1	-3	0.1	-10	3	12	-13
O=C(NCCCN1CCCC1=O)c1cccnc1	25	1.1	3	-3	-0.8	-7	3	13	-5
O=C(CCSc1ccc(F)cc1)NNC(=O)c1ccccc1Cl	3	0.2	1	/	0.4	2	-1	-19	0
CCO[C@H]1OC(C(=O)NC2CC2)=C[C@@H](C2CCCCC2)[C@@H]1CCCO	/	-0.2	0	1	0.4	-4	-16	-3	-1
Cc1ccc(-c2nn(-c3ccc(F)cc3)c3c2cnc2cc(F)c(F)cc23)cc1	/	1.5	0	-1	-1.0	-10	-14	/	3
CCc1ccc(C(=O)Nc2nc3ccccc3[nH]2)cc1	-1	1.2	-2	4	1.9	-2	0	9	-4
O=C(CN1C2=NCCN2c2ccccc21)c1ccco1	-8	0.1	2	-5	1.1	5	-7	30	20
O=C(Nc1ccc(Br)cc1)c1cnc[nH]1	12	1.2	3	2	0.8	-3	-9	4	4
Cc1nc2oc3ccc(F)cc3c(=O)c2cc1C(=O)O	-8	0.7	0	6	/	3	2	/	/
CN(CCC#N)C(=O)COC(=O)c1cccnc1Nc1ccccc1F	-9	-0.4	0	-3	1.7	0	6	-14	-7
O=C(O)CNC(=O)c1ccc(NC(=O)/C(=C/c2ccccc2)NC(=O)c2ccco2)cc1	4	1.3	1	1	1.1	11	-16	3	3
CCn1c(NC(=O)c2cccs2)c(-c2cccs2)c(=O)c2ccccc21	0	0.3	4	-8	-0.3	1	4	0	5
Cc1nn(-c2ccccc2)c2c1P(=O)(O)/C(=C1\N(C)c3ccccc3C1(C)C)C=N2	-21	2.1	2	10	1.3	15	-12	-13	4
COc1ccc(NC(=O)Cn2c(=O)c3cccn3c3ccccc32)cc1Cl	-2	1.2	22	-4	0.5	2	-3	/	-5
O=C(COC(=O)c1cccc(S(=O)(=O)N2CCCCCC2)c1)Nc1ccccc1	-3	1.0	6	8	0.2	-1	19	3	-1
Cc1ccc(O)c(NC(=O)C2=CC(c3cccs3)=NS(=O)(=O)N2C)c1	-9&-34	-0.2&0.1	8&5	-17&-1	-0.6&18	0&0	-22&4	1	4&-3
COc1cccc(OC)c1C(=O)Nc1ccccc1N1CCCC1	-2	-0.6	2	2	/	2	-4	/	/
Cc1ccc(/C(O)=C2/C(=O)C(=O)N(CCN3CCOCC3)C2c2cccs2)cc1 (configuration not stated)	3	-0.3	0	-2	-0.4	2	0	-3	7
Cn1c(=N)n(CC(O)c2cccc3ccccc23)c2ccccc21 (configuration not stated)	-21	0.5	10	13	0.2	-4	23	7	24
C[C@H](NC(=O)c1nc[nH]c1C(=O)N[C@@H](Cc1ccccc1)C(=O)OCc1ccccc1)C(=O)OCc1ccccc1	/	2.9	18	-1	-0.1	-3	-31*	4	-4
NC(=O)CC(NC(=O)Cc1ccc(Br)cc1)c1ccc(N2CCC(Cc3ccccc3)CC2)c([N+](=O)[O-])c1 (configuration not stated)	/	-0.5	3	-2	/	10	6	/	/
COc1cccc(CNC(=O)C2CCCN(c3nn4c(=O)cc(C)nc4s3)C2)c1 (configuration not stated)	1	0.1	2	1	0.4	5	34	13	-5
COc1ccc(NC(=O)c2ccccc2Oc2ccccc2)c(OC)c1	0	0.1	2	7	0.6	1	1	-5	13
CN(C(=O)c1ccc(S(=O)(=O)NC2CCCC2)cc1)C1CCCCC1	-1	0.3	7	-2	0.8	-6	3	-2	1
FC(F)(F)c1cc(-c2ccc3c(c2)OCO3)nc(NCc2ccco2)n1	-13	0.6	6	1	-0.8	-2	2	-1	-6
Cc1cc(C)nc(SCC(=O)N(C)C)n1	12	0.3	7	-1	-0.4	-1	-5	8	-5
O=C(CSc1nc(Nc2ccccc2)nc(N2CCOCC2)n1)Nc1ccc([N+](=O)[O-])cc1	-2	1.3	16	-1	-0.4	-1	18	-3	1
O=C(/C(=N\Nc1ccc([N+](=O)[O-])cc1)Sc1nnnn1-c1ccccc1)c1ccccc1	-7	0.4	8	1	/	-4	-12	/	/
CCOC(=O)C(=O)Nc1c(C(=O)Nc2cccc(F)c2)oc2ccccc12	/	-1.5	3	-1	-1.2	-2	26	/	-2
C/C(=N\Nc1ccc(S(N)(=O)=O)cc1[N+](=O)[O-])c1ccco1	-18	1.4	1	-5	/	1	-29	/	/
COc1ccc(-n2c(/C=C/c3cccc(C(F)(F)F)c3)nc3ccccc3c2=O)cc1Cl	-33	0.2	4	2	-0.9	-3	11	/	5
Cc1ccc(C(=O)c2cc([N+](=O)[O-])ccc2N2CCOCC2)cc1	4	0.4	-1	0	/	2	2	/	5
Cc1ccc(CNC(=O)c2c[nH]n3c(=O)c(Cc4ccc(Cl)cc4)c(C)nc23)cc1	/	0.0	0	0	/	-6	2	/	7
O=S(=O)(c1cccc2cccc(Cl)c12)N1CCCC1	-5	-1.2	2	-5	-2.1	-2	-18	-24	1
Cc1ccsc1CN(C)C(=O)CN1C(=O)NC2(CCCc3ccccc32)C1=O (configuration not stated)	-4	-2.0	5	-5	-0.1	-5	4	-5	6
O=C(N/N=C/c1cc(Br)c(O)c(Br)c1O)c1ccc2c(c1)OCCO2	-17	-0.2	4	-3	-0.2	-1	11	-5	-8
O=S(=O)(c1ccc(SCc2ccccc2F)nc1)N1CCCC1	-2	0.6	13	/	-1.3	-2	-34*	-19	7
COCCNc1ccc(-c2nc(-c3cccc(C)c3)no2)cc1[N+](=O)[O-]	/	0.6	1	-2	0.1	1	-13	/	-5
O=S(=O)([N-]c1nc2ccccc2nc1-[n+]1ccccc1)c1ccccc1	-18	0.2	5	8	0.0	-3	5	0	0
NNC(=O)C(=O)NCCCN1CCOCC1	15	0.4	0	-5	0.2	1	8	-7	2
CCC(C)(C)NC(=O)C(c1ccncc1)N(C(=O)Cn1nnc2ccccc21)c1cc2c(cc1C(C)=O)OCO2 (configuration not stated)	?	-0.3	0	-9	0.5	22	-25	1	-4
CC(=O)N1c2c(cc(Br)cc2S(=O)(=O)NCc2ccc(C)cc2)CC1C (configuration not stated)	7	0.0	4	2	-0.5	1	-2	-6	-28
Cc1cc(=O)[nH]c(SCC(=O)Nc2cccc(S(=O)(=O)N3CCOCC3)c2)n1	7	0.1	2	/	1.2	12	-1	-10	-11
Cc1ccc(-c2c(C(=O)NCCc3ccc(Cl)cc3)oc(=O)c3ccccc23)cc1	/	1.3	8	-1	0.9	0	-14	/	5
N#CCCn1nc(-c2ccc([N+](=O)[O-])cc2)cc1Nc1ccccc1NC(=O)C(F)(F)F	5	0.7	31*	-8	0.2	6	-27	3	-2
Cc1cc2ccccc2n1CCNC(=O)c1ccccc1F	/	-1.1	1	-3	/	-1	-23	/	-11
CCOCCCNC(=S)N1CCN(Cc2ccc3c(c2)OCO3)CC1	8	0.3	2	-2	0.7	2	3	14	-2
CCN(CC)c1ccc(N=Nc2ncn[nH]2)cc1	-4	-0.7	0	-3	3.6	-8	-11	2	3
